# PMI inhibition: human PMI inhibitors, high substrate, primary screen, biochemical, fluorescence intensity, high mannose 6-phosphate (AID 1220); one-dose inhibition, % at 20 µM; IC50 in µM for titrated hits; actives 0.66% (n = 190,000); recombinant PMI enzyme, coupled fluorescence intensity; higher % means a stronger effect; Mannose-6-phosphate isomerase (Homo sapiens); in the data active means inhibition above about 50%
# Salmonella PhoP GFP: inhibitors of PhoP regulon expression, primary screen, Salmonella Typhimurium, GFP reporter (AID 1863); S. Typhimurium PhoP-regulated promoter GFP reporter, 4 h; higher % means a stronger effect; actives 0.16% (n = 300,000); one-dose inhibition, % at 50 µM; IC50 in µM for titrated hits;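 active means inhibition over 29.93%, a cutoff 3 SD above the screen mean, later confirmed by dose response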;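 further: 0% = low Mg2+ inducing control and 100% = high Mg2+ repressing control; strong numbers were not always called active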
# M1AAP inhibition: P. falciparum M1AAP inhibitors, biochemical, fluorogenic H-Leu-NHMec substrate, 1536-well (AID 1445). recombinant M1AAP, H-Leu-NHMec fluorogenic kinetic assay; higher % means a stronger effect. one-dose inhibition, % at 30 µM; IC50 in µM for titrated hits. actives 0.42% (n = 220,000);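 active means primary inhibition above the hit cutoff, then over 50% inhibition at one or more dose response concentrations, cut at about 23% in these data, passing the limit was not always enough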;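 further: plate controls were DMSO full reaction for no effect and no enzyme background for full effect; strong numbers were not always called active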
# CSM14.1 death rescue: rescue of cells from ER stress-induced death, primary screen, 384-well, CSM14.1, thapsigargin, ATP luminescence (AID 1222); CSM14.1 thapsigargin-induced death rescue, ATP luminescence; higher % means a stronger effect; one-dose cellular ATP content (survival), % at 20 µM; EC50 in µM for titrated hits; 190,000 tested, under 10 active;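 active means EC50 below 50 µM in the dose-response confirmation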;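 further: death triggered by thapsigargin at about 15 µM added after 2 h compound pretreatment; cell ATP read after overnight thapsigargin exposure of roughly 18 to 22 hours; normalized against plate controls of thapsigargin alone and 5% DMSO vehicle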
# Yfh1-off respiration: enhancers of respiration in Yfh1-depleted yeast, dose response, Friedreich's ataxia, plus single-dose screen (AID 1465) | S. cerevisiae Yfh1-off respiration, WST-1 reduction, 72 h; higher fold induction means a stronger effect | one-dose fold induction at 50 µM; EC50 in µM for titrated hits | actives 0.074% (n = 220,000);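 active means fold induction of absorbance versus untreated yeast above a set limit, then at least 30% activation at any dose in follow-up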;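 further: activators that raise dye reduction in frataxin-depleted yeast; strong numbers were not always called active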
# West Nile virus CPE: West Nile virus antiviral activity, cell-based, CPE readout (AID 1621). West Nile virus-infected cells, CPE inhibition; higher % means a stronger effect. one-dose CPE inhibition, % at 10 µM; IC50 in µM for titrated hits. actives 0.02% (n = 290,000); in the data active means a potency from the dose series; further: strong numbers were not always called active
# P. falciparum M17LAP: P. falciparum M17LAP inhibitors, primary screen, biochemical, fluorogenic H-Leu-NHMec substrate, 1536-well (AID 1619). Leucine aminopeptidase (Plasmodium falciparum (isolate 3D7)). recombinant M17LAP, H-Leu-NHMec fluorogenic kinetic assay; higher % means a stronger effect. one-dose inhibition, % at 30 µM; IC50 in µM for titrated hits. actives 0.38% (n = 220,000);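 active means compound inhibiting the enzyme by more than half at any dose during confirmatory dose-response retesting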;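 further: plate controls were full reaction with DMSO carrier for no effect and no enzyme background for full effect; strong numbers were not always called active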
# SIAH1 antagonists: Siah-1 peptide-binding antagonists, primary screen, biochemical, fluorescence polarization, rhodamine-plectin, uHTS (AID 1817); E3 ubiquitin-protein ligase SIAH1 (Homo sapiens); Siah-1 / rhodamine-plectin peptide fluorescence polarization; higher % means a stronger effect; displacement, % at 20 µM; hits with a dose series show IC50 in µM; actives 0.02% (n = 290,000);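 active means displacement of at least 50% at 20 µM, with a fluorescence ratio check between 0.3 and a set limit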;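 further: plate controls were Siah plus tracer with DMSO for no effect and tracer alone without Siah for full effect; strong numbers were not always called active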
# XIAP antagonists: XIAP antagonists, biochemical, IAP family, fluorescence polarization (AID 1018); XIAP BIR domain, fluorescence polarization peptide displacement; higher % means a stronger effect; displacement, % at 20 µM, or IC50 in µM where a hit was titrated; actives 0.007% (n = 200,000); in the data active means displacement above about 50%; further: a part of the inactive calls stands beside numbers as strong as those of hits
# * = called active by the depositor; i = inactive; . = not tested or not shown.
Structure	PMI inhibition	Salmonella PhoP GFP	M1AAP inhibition	CSM14.1 death rescue	Yfh1-off respiration	West Nile virus CPE	P. falciparum M17LAP	SIAH1 antagonists	XIAP antagonists
CCc1cc(CNC(=O)CC2C(=O)NCCN2Cc2ccccc2C(F)(F)F)on1 (stereo unspecified)	.	-7.1%	7.9%	.	i	-0.5%	0.0%	12.1%	.
c1ccc(CSc2ccc(-c3cccs3)nn2)cc1	5.3%	-14.7%	2.2%	-3.3%	i	-0.3%	-4.0%	3.5%	-2.4%
O=C(/C=C/c1ccc(Cl)cc1)N(Cc1ccccc1)c1ccccn1	-2.6%	6.6%	1.8%	0.6%	i	-0.6%	-1.9%	1.9%	-4.5%
O=C(COC(=O)CNC(=O)c1ccccc1)Nc1ccc(Cl)cc1C(F)(F)F	-1.6%	1.9%	5.2%	-0.4%	i	-0.2%	6.0%	8.0%	-18.0%
COC(=O)/C=C/c1ccccc1S(=O)(=O)N(Cc1ccccc1)Cc1ccco1	.	-1.9%	3.7%	.	i	0.6%	3.3%	13.0%	.
c1cc2nncn2nc1N1CCCC1	4.9%	-13.2%	9.6%	2.5%	i	0.4%	4.3%	0.5%	1.0%
Cc1ccc(SCCN2CCN(CCc3ccccc3)CCC2=O)cc1	.	-1.2%	7.1%	.	i	-0.3%	9.9%	17.1%	.
COc1cc(OC)cc(C(=O)NCCOc2ccccc2)c1	-0.4%	15.1%	-0.3%	-2.6%	i	-0.1%	0.4%	-1.7%	0.4%
CCCc1ccc(C(=O)N2CCN(c3ccccc3OCC)CC2)cc1	8.9%	-2.8%	4.1%	-1.4%	i	0.6%	7.6%	1.2%	-4.7%
O=S(=O)(Nc1cc(Cl)ccn1)c1ccc(Cl)cc1	-0.6%	2.2%	17.1%	-0.5%	i	1.2%	5.2%	0.0%	-5.7%
CCOC(=O)CNC(=O)CSc1nc(Cc2cccs2)nc2ccccc12	6.0%	0.6%	14.6%	3.2%	i	-0.4%	15.6%	4.2%	0.1%
O=C(CCc1ccccc1)N1CCCN(C(=O)CCc2ccccc2)CC1	-3.3%	17.3%	15.2%	0.1%	i	-0.9%	10.0%	0.5%	-3.3%
Cc1cc(C)cc(NC(=O)CCC(=O)Nc2nnc(C(F)(F)F)s2)c1	.	-9.4%	2.9%	.	i	-0.6%	-11.8%	6.3%	.
CC1Cc2ccccc2N1C(=O)CSc1nccc(=O)[nH]1 (stereo unspecified)	-5.7%	1.4%	6.5%	-0.6%	i	0.3%	-3.8%	-3.0%	-4.7%
Cc1cccc(N/C(N)=N/c2nc(C)c(Cc3ccccc3)c(=O)[nH]2)c1	-0.1%	1.8%	-3.0%	-0.6%	i	0.2%	15.6%	15.2%	-3.8%
Cc1ccc(-n2cnc3cc(NCc4cccs4)ccc32)cc1	22.2%	-6.1%	12.5%	-4.6%	i	0.2%	20.6%	-2.2%	0.1%
Cc1ccc(C(=O)NCC(=O)NCC(=O)OCC(=O)c2ccc(Br)cc2)cc1	9.7%	-3.4%	9.9%	-3.4%	i	0.0%	-1.7%	8.3%	-7.2%
CC(=O)Oc1ccc(C(=O)Cc2ccc3ccccc3n2)c(O)c1C	-7.8%	12.0%	-0.1%	-2.6%	i	-0.5%	-2.8%	3.5%	-1.5%
COC(=O)c1ccc(CSc2ncnc3c2nnn3-c2ccc(F)cc2)o1	3.2%	-1.8%	4.6%	-1.1%	i	0.3%	-3.9%	2.2%	2.3%
O=c1c2cn[nH]c2[nH]c(=S)n1-c1cccc2ccccc12	5.4%	-7.6%	9.4%	1.3%	i	0.3%	-53.8%	1.5%	-6.6%
CC(Nc1ccc(Br)cc1)C(=O)N/N=C/c1ccccc1OCc1ccccc1 (stereo unspecified)	13.9%	-2.0%	1.8%	1.5%	i	-0.8%	-9.9%	3.8%	-2.4%
COc1ccc(S(=O)(=O)N(C)c2ccc(C(=O)N3CCOCC3)cc2)cc1OC	4.2%	-10.7%	5.9%	-4.0%	i	-0.9%	-2.7%	9.8%	-8.0%
NS(=O)(=O)c1ccc(NC(=O)C2CCCN(S(=O)(=O)c3ccc(F)cc3)C2)cc1 (stereo unspecified)	14.0%	16.0%	2.4%	0.1%	i	-0.7%	-3.8%	1.4%	-4.3%
O=C1/C(=C/c2cccs2)SC(=S)N1C1CCS(=O)(=O)C1 (stereo unspecified)	.	-8.5%	3.5%	.	i	0.3%	-3.2%	-4.4%	.
Clc1ccc(-c2csc(Nc3ccccc3)[n+]2Cc2ccco2)c(Cl)c1	-31.9%	-9.8%	3.8%	-1.4%	i	-0.7%	1.3%	-2.4%	-5.7%
CCOC(=O)c1ccc(NC(=O)CCc2ccc(C)o2)cc1	9.3%	3.1%	3.2%	1.9%	i	-0.3%	1.3%	3.1%	-7.1%
O=C1CCN(C(=O)c2cccs2)c2ccccc21	5.5%	5.6%	2.9%	-3.8%	i	0.0%	8.2%	-3.0%	-6.6%
S=C(Nc1ccc2nc(-c3ccccn3)c(-c3ccccn3)nc2c1)N1CCOCC1	-7.8%	3.5%	2.9%	0.9%	i	0.1%	-31.5%	-7.9%	3.3%
O=C(NCCN1CCOCC1)Nc1ccc(F)cc1	0.3%	-1.3%	-3.0%	0.6%	i	1.0%	5.8%	1.9%	-4.6%
CCOC(=O)c1c(C)c(C(=O)Nc2ccc(F)cc2)c(C)n1C	6.8%	5.2%	2.5%	-1.8%	i	-0.8%	8.4%	1.6%	-6.3%
O=C(O)C1C(C(=O)Nc2ccc(Cl)cc2)C2C=CC1C21CC1 (stereo unspecified)	7.1%	21.9%	13.1%	-1.7%	i	-0.4%	-1.4%	-7.5%	-4.5%
Cc1ccc(NC(=O)CCC(=O)OCC(=O)c2ccc(Oc3ccc([N+](=O)[O-])cc3)cc2)cc1	-3.4%	0.4%	4.2%	1.3%	i	-0.5%	-7.7%	9.2%	1.3%
CCn1c(CC(=O)Nc2ccccc2)nnc1SCC(=O)Nc1ccccc1C(=O)OC	-1.8%	5.7%	2.1%	-1.8%	i	-1.0%	11.3%	3.2%	-2.9%
COc1ccc(S(=O)(=O)N[C@@H](C)C(=O)OCC(=O)Nc2cc3oc4ccccc4c3cc2OC)cc1	9.1%	-6.3%	4.6%	3.1%	i	-0.1%	-3.8%	1.8%	0.6%
O=C(Nc1ccc2c(c1)OCO2)N1CCCC1	2.3%	-5.6%	2.6%	-1.3%	i	0.6%	-2.1%	2.4%	-4.5%
Cc1ccc(CN(c2ccc(C(=O)Nc3ccc4c(c3)OCO4)cc2)S(C)(=O)=O)cc1	-7.3%	8.9%	-1.0%	0.0%	i	0.2%	8.8%	-2.4%	-2.5%
c1ccc2c(c1)nnn2Cc1nnc2sc(-c3ccncc3)nn12	4.6%	-3.6%	5.3%	0.1%	i	0.6%	0.8%	0.8%	-3.9%
CCN(CC(=O)NCc1ccc(Cl)cc1)C(=O)/C=C/c1ccco1	22.8%	7.5%	3.9%	0.2%	i	-0.5%	4.2%	0.9%	-6.6%
O=C(O)c1ccc2ncc(NC(=O)c3ccc(F)cc3)c(=O)n2c1	.	-6.8%	8.3%	.	i	0.6%	8.6%	-0.8%	.
O=C(Nc1ccc(F)cc1)c1ccccc1S(=O)(=O)c1ccccc1[N+](=O)[O-]	-6.6%	6.8%	10.1%	1.5%	i	0.0%	18.4%	9.2%	-1.0%
O=[N+]([O-])c1ccc(C[n+]2cc(-c3ccccc3)n3c2CCCCC3)cc1	-6.8%	3.1%	-1.8%	-1.8%	i	0.0%	-4.4%	-5.2%	-2.8%
COc1ccc(-n2c(SCC(=O)c3ccc[nH]3)nnc2-c2ccccc2)cc1	-11.5%	2.3%	-2.0%	-1.8%	i	-0.5%	-10.6%	-0.3%	-2.3%
Cc1ccc(C(=O)Oc2ccccc2N2C(=O)C3C4CCC(C4)C3C2=O)cc1 (stereo unspecified)	0.7%	8.7%	4.4%	-2.0%	i	-0.4%	17.8%	-9.9%	3.9%
Cc1cc(Br)c(NC(=O)c2c(-c3c(Cl)cccc3Cl)noc2C)c(Br)c1	.	-0.6%	-5.7%	.	i	-1.1%	-1.9%	1.1%	.
O=C(O)CCC(=O)OC1CC2CCC1C2 (stereo unspecified)	9.7%	5.9%	-3.1%	0.0%	i	1.5%	-6.6%	-0.7%	-8.3%
CCOC(=O)CSc1nc2ccccc2n1CC(=O)NC(C)(C)C	11.8%	6.5%	12.0%	-0.5%	i	0.0%	3.9%	0.4%	-4.5%
Cc1ccccc1NC(=S)N(CCCN1CCCCC1)Cc1ccco1	-4.8%	-1.0%	-1.2%	0.3%	i	-0.7%	-35.7%	3.0%	-3.6%
O=C(O)c1ccc(C(=O)C(=O)c2ccccc2)cc1	.	3.9%	-1.9%	.	i	0.4%	2.5%	-2.1%	.
CCC1(C)Cc2c(C#N)c(N)n(-c3ccccc3)c(=O)c2CO1 (stereo unspecified)	9.0%	-0.5%	3.4%	-2.5%	i	0.1%	10.3%	2.8%	-3.8%
Cc1ccsc1/C=C(\C#N)C(=O)Nc1c(C)n(C)n(-c2ccccc2)c1=O	11.9%	1.2%	11.4%	0.8%	i	-0.1%	35.9%	-3.0%	-5.2%

# Going on with the list.
Structure	PMI inhibition	Salmonella PhoP GFP	M1AAP inhibition	CSM14.1 death rescue	Yfh1-off respiration	West Nile virus CPE	P. falciparum M17LAP	SIAH1 antagonists	XIAP antagonists
CCOC(=O)CCC(NC(=O)CCCC(=O)NC(CCC(=O)OCC)C(=O)OCC)C(=O)OCC (stereo unspecified)	6.2%	4.1%	2.2%	-3.0%	i	-0.4%	-3.7%	0.4%	-4.1%
CC1=C/C(=C\c2ccc(Br)o2)C(=O)O1	-6.1%	-12.2%	-0.5%	-1.0%	i	-0.5%	-0.2%	11.8%	-8.1%
O=C(Nc1ccccc1)c1ccsc1	-9.8%	7.4%	0.7%	-1.0%	i	-0.2%	-27.1%	-6.3%	-6.2%
CC#CCCCC(=O)Nc1cc(OC)nc(OC)n1	11.5%	-1.6%	-5.7%	3.1%	i	-0.8%	-2.0%	4.0%	-4.4%
Cc1sc(NC(=O)CSc2nnc(C)c(=O)[nH]2)c(C#N)c1C	-7.4%	-0.8%	2.6%	4.9%	i	0.0%	16.2%	-1.0%	-7.8%
CSc1nc2ccc(NC(=O)CSc3nnc(N)s3)cc2s1	0.3%	8.0%	9.4%	-4.1%	i	-0.1%	26.4%	-0.2%	-19.0%

# Assay outcomes as filed in PubChem BioAssay.
